Screening results as filed in PubChem.
hcGAS lum: inhibitors of human cGAS; inhibition, % at 12.5 µM; actives 0.081% (n = 290,000); recombinant h-cGAS, ATP depletion, Kinase-Glo luminescence; AID 1259398;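 note: 0% = vehicle reaction and 100% = reaction without DNA for no activity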
Target sequence (Q8N884 whole entry, looked up): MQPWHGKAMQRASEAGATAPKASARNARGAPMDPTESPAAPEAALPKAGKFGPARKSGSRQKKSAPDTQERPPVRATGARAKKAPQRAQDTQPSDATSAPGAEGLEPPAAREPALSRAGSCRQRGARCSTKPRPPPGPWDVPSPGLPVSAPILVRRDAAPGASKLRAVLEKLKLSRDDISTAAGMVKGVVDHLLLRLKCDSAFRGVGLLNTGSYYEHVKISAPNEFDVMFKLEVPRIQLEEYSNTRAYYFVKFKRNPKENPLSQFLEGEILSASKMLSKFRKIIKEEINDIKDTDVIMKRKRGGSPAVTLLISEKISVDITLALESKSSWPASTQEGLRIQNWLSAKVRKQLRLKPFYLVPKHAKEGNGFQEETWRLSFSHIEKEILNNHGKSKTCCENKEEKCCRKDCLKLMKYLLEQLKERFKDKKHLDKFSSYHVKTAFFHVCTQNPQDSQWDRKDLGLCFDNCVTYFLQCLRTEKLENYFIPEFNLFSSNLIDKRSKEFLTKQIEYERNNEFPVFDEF
NPYLR7 agonist: activates Aedes aegypti NPYLR7 receptor; AID 1259423; activation, % at 10 µM; actives 0.15% (n = 270,000); HEK293T NPYLR7/Galpha15, GCaMP6s calcium fluorescence; in the data active = activation above about 40%;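 note: 0% = vehicle and 100% = reference agonist at the receptor; some compounds past the cut are filed as inactive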
mcGAS inh: mouse cGAS inhibition by luminescence | Q8C6L5 | recombinant cGAS, Kinase-Glo ATP depletion luminescence | inhibition, % at 12.5 µM | actives 0.15% (n = 160,000) | AID 1259399;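 note: 0% = negative control wells and 100% = reference inhibitor with no enzyme activity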
The depositor's hits bear a star; nt = no result given; & = joins results of further samples. Cut-off read from the data, not from the text of the source, unless noted: active = inhibition above about 40%; inactive = the rest.

Order of results: hcGAS lum	NPYLR7 agonist	mcGAS inh
#1 COc1ccc(CN(Cc2cccn2Cc2ccc(F)cc2)CC2CCCCC2)cc1
  -3	5	-7
#2 C=CCn1c(=O)c2c(nc3n(CC)c(C)cn23)n(C)c1=O
  -9	30	nt
#3 CC1C(OC(=O)CN2CCC(=O)NC2=O)CC2CC1C2(C)C (stereo not drawn)
  -5	9	-7
#4 Cc1ccc(-c2ccnc(NCCSc3n[nH]c(C)n3)n2)c(C)n1
  -8	4	-15
#5 CCCCOc1ccc(C2=N/C(=C/c3cccc(Br)c3)C(=O)O2)cc1
  -4	-5	nt
#6 O=C1CC(C(=O)N2CCN(S(=O)(=O)c3c(Cl)cccc3Cl)CC2)c2ccc(F)cc2N1 (stereo not drawn)
  -1	6	-5
#7 COc1nc(-c2cccc(C(F)(F)F)c2)n(-c2ccc(NC(=O)C(Cl)c3ccccc3)cc2)n1 (stereo not drawn)
  -3	nt	-8
#8 Nc1cc(-c2cccc(Cl)c2)nn1-c1ccc(C(=O)N2CCC[C@H]2C(=O)OCc2ccccc2)cc1
  -1	-6	1
#9 CN1CCN(c2cc(=O)n(C3CCCCC3)c(=O)[nH]2)CC1
  -5	3	nt
#10 CC(C)c1nc(CN(C)C(C)c2cc3ccccc3o2)cs1 (stereo not drawn)
  -2	-1	nt
#11 COc1ccc(S(=O)(=O)N2CCOCC2)cc1N1CCN(C(=O)c2ccno2)CC1
  -6	14	-3
#12 Cn1nc(C(C)(C)C)cc1NC(=O)c1ccc(S(=O)(=O)C(F)F)cc1
  -6	3	nt
#13 CCN(CC)c1ccc(CN(C)S(=O)(=O)c2ccc(F)cc2)cc1
  0	4	nt
#14 COc1ccc(-n2nc(C(=O)Nc3ccccc3)c(=O)n(Cc3ccccc3C)c2=O)cc1OC
  -5	2	-8
#15 O=C(c1cc(COc2ccc3c(c2)OCO3)[nH]n1)N1CCCO1
  -9	1	nt
#16 COc1ccc2c(c1)N1CCN(c3ccc(F)cc3)CC1C(C(=O)N1CCC(C)CC1)C2 (stereo not drawn)
  0	nt	-1
#17 COc1cc(Cl)ccc1C(=O)NS(=O)(=O)Cc1ccc(Cl)nc1
  -6	2	-16
#18 CNC(=O)[C@H]1CN(C(=O)c2ccc3c(c2)OCCCO3)[C@]2(C)C(=O)Nc3ccccc3[C@H]12
  -5	24	-5
#19 CN(Cc1cccc(-n2cccn2)c1)Cc1nc(-c2ccc(C(F)(F)F)cc2)no1
  -4	6	-13
#20 Cc1nc(CCNC(=O)CC2C(=O)NCCN2Cc2ccccc2)nc2c1CCC2 (stereo not drawn)
  1	-2	nt
#21 COC(=O)c1ccc(S(=O)(=O)NC(C)Cn2cncn2)c(C)c1 (stereo not drawn)
  -7	10	nt
#22 CCOc1c(C)cnc2c1c(=O)n(Cc1ccc(C)cc1)c(=O)n2C
  -2	4	-5
#23 Cc1cc(OCC(=O)Nc2c(C)cccc2C)nc(N2CCN(c3ccccc3)CC2)n1
  -2	-4	-3
#24 CC(C)NC(=O)Cn1c(CO)cnc1SCC(=O)Nc1ccccc1
  5	0	nt
#25 CCN1CCN(c2c(CN(CCOC)C(=O)c3ccccc3OC)c(C)nn2-c2cccc(F)c2)CC1
  -1	2	-2
#26 CCC(C)(C)NC(=O)CONC(=O)c1cccc(Br)c1
  -5	4	-14
#27 COc1ccccc1-c1nc2cc(C)cc(C)n2c1Nc1c(C)cccc1C
  -4&1	25&-2	-5&-5
#28 O=C1C(=C2CCCCC2)SC(=S)N1CO
  2	9	nt
#29 COc1c(C)cc(C(=O)C2CCCN(Cc3cc(=O)[nH]c(=O)[nH]3)C2)cc1C (stereo not drawn)
  -6	-4	-15
#30 O=C1c2ccccc2C(=O)c2c1ccc(O)c2O
  -74	-16	nt
#31 CCOC(=O)C1(CC2CC2)CCN(C(=O)c2ccc(-n3nc(C)cc3C)cc2)CC1
  2	0	nt
#32 CN(C(=O)CSc1nccnc1N1CCN(c2ccccc2)CC1)c1ccc(F)cc1
  -3	4	nt
#33 COc1ccc(CC(=O)N2CCc3cc([N+](=O)[O-])ccc32)cc1
  -2	0	-5
#34 COc1ccccc1NC(=O)NC1CC(=O)N(Cc2ccccc2Cl)C1 (stereo not drawn)
  -1	-6	-3
#35 O=C(CN1Cc2ccc(N3CCOCC3)nc2C1=O)NCc1cccnc1
  0	-9	-2
#36 CN(C)C(=O)CN1C(=O)NC(C)(c2ccc(F)cc2)C1=O (stereo not drawn)
  -7	1	nt
#37 COc1ccc(S(=O)(=O)N2CCC(n3c(=O)[nH]c4ccccc43)CC2)cc1
  -4	5	-9
#38 CSc1nc2c(c(=O)n1-c1ccccc1)SC(C)C2 (stereo not drawn)
  -7	0	nt
#39 O=S(=O)(NCc1ccc(CN2CCOCC2)cc1)c1ccc(Br)cc1Cl
  -8	9	-10
#40 O[C@]12CCCC[C@H]1CN(Cc1cccc3c1OCO3)CC2
  -5	nt	-14
#41 O=C(NNS(=O)(=O)c1cccc(F)c1)c1cc2c(s1)CCCC2
  -5	2	-7
#42 O=C(c1cnc(CN2CCCC2)s1)N1CCCC(c2ccn[nH]2)C1 (stereo not drawn)
  -2	2	-13
#43 Cc1cc(NC(=O)c2ccc(S(=O)(=O)N(C)C)cc2)n(-c2nc3c(c(=O)[nH]2)CCC3)n1
  -11	7	-8
#44 Cc1nc(C)c(CN2CCC(C(=O)Nc3cccc(-c4cscn4)c3)CC2)nc1C
  -7	-3	-4
#45 O=C(NCc1ccc2c(c1)CCCO2)c1ccc(C2CCNC2)cc1 (stereo not drawn)
  2	4	-16
#46 Cn1c(N)nc2c(ncn2C2OC(CO)C(O)C2O)c1=O (stereo not drawn)
  2	-3	-1
#47 CCN1CCN(Cc2nc(-c3ccc(C(=O)OC)cc3)oc2C)[C@@H](C)C1=O
  -7	-10	-4
#48 O=C(CC1CCC(=O)N1)NCc1cccnc1N1CCN(c2ccccn2)CC1 (stereo not drawn)
  -5	0	-16
#49 Cc1nc(CCNC(=O)c2cc(Cl)ccc2F)cs1
  -6	-2	nt
#50 CCOC(=O)c1cnc2cc(C(F)(F)F)ccc2c1Nc1ccc(C(=O)OC)cc1
  -6	25	-10
#51 CC1(Cc2ccccc2OC(F)(F)F)C(=O)Nc2cc(F)ccc21 (stereo not drawn)
  2	-2	1
#52 Cc1ccccc1Oc1ncccc1CNC(=O)Cn1cccnc1=O
  -7	6	nt
#53 Cc1cc(CNS(=O)(=O)c2ccc(Br)c(F)c2)no1
  5	-31	nt
#54 COCCN(Cc1cc(NC(=O)c2ccccc2Cl)ccc1N(C)C)C(=O)Cc1cccs1
  -10	-4	-6
#55 COCCN(Cc1nc2cc(Cl)ccc2o1)C(=O)c1ccc(-c2ccccc2)cc1
  2	-6	-1
#56 CC(=O)Nc1nc(-c2ccc(C)cc2)c(-c2ccccc2)s1
  7	10	2
#57 Cc1ccc(NC(=O)N2CCc3nc(Cc4cccc(C)c4)[nH]c(=O)c3C2)cc1
  -8	-4	-4
#58 CCc1ccccc1NC(=O)Cn1ccn2nc(-c3ccc(C)cc3)cc2c1=O
  -8	4	-11
#59 CCc1nc(N(CCC(=O)NCc2cccc(C(F)(F)F)c2)C2CCCCC2)c2ccc(Cl)cc2n1
  -5	-2	-4
#60 CCc1ccc[n+](C2=C(c3c(C(C)C)[nH]n(-c4ccccc4)c3=O)C(=O)N(c3ccccc3)C2=O)c1
  -10	6	-10

(61) CCn1c(-c2ccc(OCC(=O)NC)c(OC)c2)nc2cc(F)ccc21
(62) COc1cccc(CC(=O)Nc2cnc3cnc(-c4ccoc4)cn23)c1
(63) O=C(Nc1ccccc1)C1CCCN(C2CCOC2=O)C1 (stereo not drawn)
(64) CC(=O)Oc1ccccc1C(=O)N1CCN(c2c(Cc3ccccc3)c(C)nc3ncnn23)CC1
(65) Cc1nn(C)c(C)c1CN(C(=O)c1cc2ccccn2n1)C(C)C
(66) Nc1nn(C(=O)C2COc3ccccc3O2)c2ccccc12 (stereo not drawn)
(67) CCOC(=O)c1nc2ccc(C)cc2c2oc(C)cc12
(68) CCn1nnc2c(SCC(=O)NC(C)C)ncnc21

assay / compound	61	62	63	64	65	66	67	68
hcGAS lum	-8	-4	-8	-3	-5	-8	0	-5
NPYLR7 agonist	10	-3	11	15	1	15	7	-1
mcGAS inh	nt	0	nt	-6	nt	-16	nt	nt

(69) CCc1cc(Oc2ccc(C(C)=O)cc2)nc(SCc2c(F)cccc2F)n1
(70) CCCCC(O)CN(Cc1c(C)nn(-c2ccccc2)c1Oc1ccccc1OC)CC1CCCO1 (stereo not drawn)
(71) CN(C)C(CNc1nc2ccccc2o1)Cc1ccccc1 (stereo not drawn)
(72) Cc1cccc(Cn2nc(-c3ccc(Br)cc3)ccc2=O)c1
(73) CCCCCCCC(=O)N1CCC2(CC1)C(=O)N(CC(=O)N1CCC(Cc3ccccc3)CC1)CN2c1ccccc1
(74) CCc1ccc(CN(C)S(=O)(=O)c2ccc(OC)cc2)cc1
(75) COc1ccccc1CCNC(=O)CN1CN(c2ccccc2)C2(CCN(C(=O)c3ccccc3Br)CC2)C1=O
(76) O=C1CC(c2cccc3[nH]ccc23)c2cn[nH]c2N1 (stereo not drawn)

assay / compound	69	70	71	72	73	74	75	76
hcGAS lum	-9	-7	-8	-8	-6	-2	-6	-2
NPYLR7 agonist	-2	10	5	13	28	-2	22	-8
mcGAS inh	-7	-3	nt	nt	-4	-2	-4	-9

(77) Cc1cc(C)cc(N2CCCn3c2nc2c3c(=O)n(CC(N)=O)c(=O)n2C)c1
(78) COc1ccc(C(=O)N(CC(=O)N(CCc2c[nH]c3ccccc23)Cc2ccc(C(F)(F)F)cc2)C2CC2)cc1
(79) COc1ccccc1CCNC(=O)c1ccccc1N1CCC(NC(=O)C2CCCC2)CC1
(80) CC(C)Cc1nnc2sc(CCC3CCN(C)CC3)nn12
(81) COc1cccc(CN2CCc3nnc(C(C)NC(=O)CCc4ccccc4)n3CC2)c1O (stereo not drawn)
(82) O=C(NC1CCN(C2CC2)C1)c1ccnc(-n2cncn2)c1 (stereo not drawn)
(83) CCN(CC)c1onc(-c2ccc(F)cc2)c1CN(CC1CC1)C(=O)c1cccc(OC)c1
(84) COc1ccc(C(=O)Nc2cc(C)nn2-c2nc3c(cnn3-c3ccc(C)cc3)c(=O)[nH]2)cc1

assay / compound	77	78	79	80	81	82	83	84
hcGAS lum	-4	1	-1	-12	-1	1	2	-1
NPYLR7 agonist	8	6	-5	nt	17	-13	-3	nt
mcGAS inh	nt	-3	nt	-7	-3	nt	1	-5

(85) O=C(c1ccc2c(c1)OCCO2)N(Cc1ccccn1)c1nc2c(F)cccc2s1
(86) CCN(CC)Cc1cnc2c(C(=O)Nc3cccc4cc(C)oc34)cnn2c1
(87) c1ccc2c(c1)NCCS2
(88) COc1ccc(OC(F)(F)F)cc1CC1(C)C(=O)Nc2cccc(Cl)c21 (stereo not drawn)
(89) CCCOC(=NC1CC1)NC(=O)c1cccc(OC)c1
(90) O=C(Nc1ccc(N2CCN(C(=O)C3CCCO3)CC2)nn1)c1ccccc1 (stereo not drawn)
(91) NC(N)=Nc1ccc(Cl)cc1
(92) CC1CN(C(C)(C)CNS(=O)(=O)c2ccc(F)c(F)c2)CC(C)O1 (stereo not drawn)

assay / compound	85	86	87	88	89	90	91	92
hcGAS lum	-8	-1	3	1	-10	-10	-6	-6
NPYLR7 agonist	1	24	4	2	22	14	16	2
mcGAS inh	-8	nt	1	-1	-4	nt	nt	nt

(93) CCOC(=O)C1(Cc2ccccc2)CCN(Cc2cn[nH]c2-c2ccccc2)CC1
(94) Cn1c(CNC(=O)c2sccc2Br)n[nH]c1=S
(95) CCCn1c(CCC(=O)N=c2sccn2C)nc2cc(S(N)(=O)=O)ccc21
(96) CCC(=O)NCc1ccc2c(c1)cc(C)n2C
(97) Cc1noc(-c2ccc(C(C)(C)C)cc2)c1C(=O)NCCC1(C)OCCO1
(98) Cc1nc2c(=O)n(Cc3ccccc3F)nc(-c3cccs3)c2s1
(99) Cn1c(=O)c2c(nc(SCCO)n2Cc2ccccc2)n(C)c1=O
(100) CCc1cc(Oc2ccccc2Cl)nc(SCc2ccccc2Cl)n1

assay / compound	93	94	95	96	97	98	99	100
hcGAS lum	-1	9	-1	-6	1	3	-4	-2
NPYLR7 agonist	2	-1	0	3	0	5	-7	17
mcGAS inh	nt	7	nt	-8	0	-8	nt	-3

(101) O=C1C(=Cc2ccsc2)CS(=O)(=O)c2ccccc21
(102) Cc1cccc(-c2noc(N3CCOCC3)c2CN(CC2CCCO2)C(=O)C2CC2)c1 (stereo not drawn)
(103) C[C@@H]1O[C@@H](OC[C@H]2OC(Oc3c(-c4ccc(OCCO)c(OCCO)c4)oc4cc(OCCO)cc(O)c4c3=O)[C@H](O)[C@@H](O)[C@@H]2O)[C@H](O)[C@H](O)[C@H]1O (stereo partly drawn)
(104) COc1ccc(C2=N/C(=C\C(C)=C\c3ccccc3)C(=O)O2)cc1OC

assay / compound	101	102	103	104
hcGAS lum	1	1	-3	-7
NPYLR7 agonist	-4	-12	-13	3
mcGAS inh	nt	1	nt	-5

In the list so far, these have a thiophene ring, fused or not:
(41) O=C(NNS(=O)(=O)c1cccc(F)c1)c1cc2c(s1)CCCC2
(54) COCCN(Cc1cc(NC(=O)c2ccccc2Cl)ccc1N(C)C)C(=O)Cc1cccs1
(94) Cn1c(CNC(=O)c2sccc2Br)n[nH]c1=S
(98) Cc1nc2c(=O)n(Cc3ccccc3F)nc(-c3cccs3)c2s1
(101) O=C1C(=Cc2ccsc2)CS(=O)(=O)c2ccccc21

assay / compound	41	54	94	98	101
hcGAS lum	-5	-10	9	3	1
NPYLR7 agonist	2	-4	-1	5	-4
mcGAS inh	-7	-6	7	-8	nt

Copied from the list:
For NPYLR7 agonist, no. 2 has 30
For NPYLR7 agonist, no. 46 has -3
